ERAP1 HTS inh – human ERAP1 aminopeptidase inhibitors, primary screen, biochemical, single point, plate reader. inhibition, % at 10.7 µM. actives 0.15% (n = 340,000). recombinant ERAP1, Leu-AMC fluorescence, 60 min;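 active means mean replicate inhibition of at least 30%, or all replicates individually reaching that 30% level; inactive means mean below 30% and not every replicate reaching it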;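 further: 0% = neutral control wells and 100% = L-leucinethiol positive control wells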
Target sequence (Q9NZ08 whole entry, looked up): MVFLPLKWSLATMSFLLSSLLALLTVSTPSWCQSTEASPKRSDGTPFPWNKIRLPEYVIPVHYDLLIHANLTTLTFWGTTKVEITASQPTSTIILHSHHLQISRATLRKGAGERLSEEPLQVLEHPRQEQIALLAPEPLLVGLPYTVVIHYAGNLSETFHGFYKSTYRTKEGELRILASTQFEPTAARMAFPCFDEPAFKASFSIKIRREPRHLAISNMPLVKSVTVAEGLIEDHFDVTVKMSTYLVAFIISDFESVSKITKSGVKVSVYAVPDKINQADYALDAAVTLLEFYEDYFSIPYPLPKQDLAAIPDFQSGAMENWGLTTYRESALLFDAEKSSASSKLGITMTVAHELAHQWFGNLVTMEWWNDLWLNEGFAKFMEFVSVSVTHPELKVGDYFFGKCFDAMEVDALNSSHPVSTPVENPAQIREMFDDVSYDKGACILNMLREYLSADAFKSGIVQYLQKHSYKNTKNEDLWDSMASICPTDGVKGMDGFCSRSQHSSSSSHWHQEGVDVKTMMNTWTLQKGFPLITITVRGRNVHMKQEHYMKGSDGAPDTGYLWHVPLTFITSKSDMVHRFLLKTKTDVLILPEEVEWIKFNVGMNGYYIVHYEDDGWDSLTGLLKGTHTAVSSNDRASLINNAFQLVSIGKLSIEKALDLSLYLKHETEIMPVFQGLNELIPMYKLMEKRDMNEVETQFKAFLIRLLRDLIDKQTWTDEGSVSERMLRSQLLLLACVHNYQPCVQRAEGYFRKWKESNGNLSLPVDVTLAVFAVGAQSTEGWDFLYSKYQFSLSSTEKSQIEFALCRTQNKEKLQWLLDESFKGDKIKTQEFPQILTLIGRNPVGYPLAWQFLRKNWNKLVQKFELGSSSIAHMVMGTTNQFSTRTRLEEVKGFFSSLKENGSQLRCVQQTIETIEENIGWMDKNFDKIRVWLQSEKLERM
F508del corr – F508del CFTR correction, initial screen, CFBE line, single point. actives 0.36% (n = 350,000). CFBE cells, YFP halide quenching; stimulated with forskolin plus potentiator P3; % fluorescence drop versus neutral controls. activity (quench increase), % at 7.58 µM;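 active means mean added fluorescence quench of at least 8% versus neutral control, with both replicates also reaching 8%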;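 further: cells transiently co-express mutant CFTR-F508del with the halide-sensitive YFP; corrector assay measuring rescue of mutant channel to the surface after 24 h compound exposure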
ARNT-TACC3 inh – disruptors of ARNT/TACC3 protein interaction, primary screen, biochemical, AlphaScreen, single concentration | inhibition, % at 9.99 µM | actives 0.66% (n = 390,000) | AlphaScreen His-ARNT PAS-B/GST-TACC3 binding, luminescence; TACC3 fragment carries E629A point mutation;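 active means mean inhibition of replicates at least 50% and at least half of replicates each reaching 50%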;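 further: 0% = complete ARNT plus TACC3 wells and 100% = ARNT alone without TACC3; many hits fall short of the cut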
esBAF inh – Bmi1 luciferase reporter increase in mESCs, primary screen, esBAF inhibitor project, mouse ES cells, Bmi1 luciferase knock-in, single point; 24 h; 100% = twice the neutral-well signal; reporter increase, % at 12.5 µM; actives 2% (n = 350,000); AID 602393, 2012; in the data active means activation above about 40%;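 further: 0% = median of the plate's neutral control wells and 100% = double that signal; a rise in the Bmi1 reporter signal indicates esBAF inhibition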
RAD52 inh – RAD52 DNA annealing inhibitors, primary screen, biochemical, FRET, single point, set 2 | inhibition, % at 18.7 µM | recombinant RAD52 DNA annealing, FRET fluorescence | actives 0.46% (n = 360,000);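 active means every replicate showing at least 50% inhibition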
RAD54 branch – inhibitors of human RAD54 branch migration, primary screen, biochemical, fluorescence, single point; DNA repair and recombination protein RAD54-like (Homo sapiens), Q92698; RAD54 Holliday junction branch migration, FAM/BHQ fluorescence; inhibition, % at 10.4 µM; actives 0.14% (n = 360,000); AID 602329, 2012;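 active means mean normalized replicate activity at least 40 and at least half of replicates scoring 40 or more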;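 further: 0% = median of neutral control wells and 100% = median of positive control wells; inhibitors cause a drop in the FAM fluorescence signal; in these data hits start at about 50%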
INS-1E GSIS act – GLuc luminescence reporter in INS-1E cells, primary screen for activators of glucose-dependent secretion of insulin. INS-1E GLuc reporter insulin secretion, 2-3 h. activation, % at 16.6 µM. actives 0.61% (n = 370,000);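 active means lowest replicate activation of at least 40%, so every replicate reaches that level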;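 further: 0% = median of neutral control wells and 100% = median of IBMX positive control wells; some compounds called inactive have numbers as strong as hits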
Xi reactivation – activators of inactive X chromosome reactivation, primary screen, imaging, XiGFP fibroblasts, GFP high-content imaging, set 2 | activation, % at 7.58 µM | actives 0.055% (n = 360,000) | AID 743238, 2013 | XiGFP mouse fibroblasts, % GFP-positive cells imaging, 3 d; cells co-treated with 5-aza-dC sensitizer; scaled so ellipticine positive control = 100%;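 active means mean normalized replicate activation at least 10% and every replicate at or above 10%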;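 further: 0% = median of on-plate neutral control wells and 100% = ellipticine 6 µM median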
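Assay system – SV40-immortalized XiGFP fibroblast cells, line 68-5-11 · Buffer or medium – DMEM supplemented with 5-aza-dC as sensitizing agent · Dosing – one concentration, pinned · Benchmarks – positive control ellipticine, 6 µM final · Times – 3 days compound exposure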
The depositor's hits bear a star; / = no result given; & = joins results of further samples. Random draw from the library; any-hit rate near 3.3%.

Values run as follows: ERAP1 HTS inh, F508del corr, ARNT-TACC3 inh, esBAF inh, RAD52 inh, RAD54 branch, INS-1E GSIS act, Xi reactivation
CCCn1c(SC/C(O)=C(\C#N)c2nc3ccccc3[nH]2)n[nH]c1=O
 : -1.8, 0.7, 0.8, /, -57.0, /, 2.6, 0.3
COc1ccc(Nc2nc(NCCN3CCOCC3)nc(Nc3ccc(OC)cc3)n2)cc1
 : -0.5, 1.2, 11.0, -3.6, 0.2, 4.4, 2.4, 0.0
O=C(NCc1ccccc1F)C1CCCN1C(=O)Nc1ccccc1 (stereo unspecified)
 : -3.0, 0.5, -6.2, -6.8, -14.0, 8.1, 2.1, 0.2
CCN(Cc1nc2cc(Cl)ccc2c(=O)[nH]1)C(=O)c1cc(C2CC2)nn1-c1ccccc1
 : -1.1, 2.5, -4.2, /, 7.3, /, -51.3, 0.4
O=C1CC(NS(=O)(=O)c2ccccc2)CN1c1ccc2c(c1)OCCO2 (stereo unspecified)
 : -5.3, -0.7, 1.6, /, -4.8, 7.9, 11.2, 0.0
CCN1C(=O)[C@H]2[C@@H](c3ccc(C)cc3)N3C(=O)N(c4ccc(OC)cc4)C(=O)[C@@]3(Cc3ccc(Cl)cc3)[C@H]2C1=O
 : -1.8&-2.6, 1.7, /, -0.1, -2.6&-15.2, 3.0, -14.2&-12.2, -0.7
CCNC(=O)C[C@@H]1CC[C@H]2[C@@H](COc3ccc(NC(=O)c4cc(C)on4)cc3C(=O)N2C)O1
 : 1.8, 1.8, -2.4, -9.1, 6.3, -3.6, 2.0, 0.3
COc1cccc(CN2CCN(CC#Cc3ccccc3)CC2CCO)c1 (stereo unspecified)
 : -0.8, 1.3, 3.5, -5.5, -12.6, -2.1, -1.5, 0.1
CN(CCOCCOc1ccc(F)cc1)Cc1ccccc1
 : 1.2, -0.1, -11.1, -5.9, 6.0, -13.1, -4.8, 0.4
CO[C@H]1CN(C)C(=O)c2cc(NC(=O)c3ccccc3)ccc2OC[C@H](C)N(C)C[C@@H]1C
 : 1.1, 1.9, 0.7, 0.5, 27.2, -1.1, -2.2, -0.4
COc1ccc(-c2nc3ccc(Br)cn3c2Cc2ccsc2)cc1OC
 : 1.1, 2.3, /, 7.1, -17.8, 0.3, -4.2, 0.0
O=C(CN1CCOCC1)Nc1nc(-c2ccccc2)cs1
 : 3.6, 0.5, -13.3, 8.7, -5.3, -0.7, 18.0, 0.2
C=CC[C@H](CC(=O)OC(C)(C)C)C(=O)OC[C@@H]1CCCN1C(=O)[C@@H](CC=C)CC(=O)NCCO
 : -4.5, -1.7, -4.2, -4.5, -2.5, -7.1, -3.6, 0.0
CCc1nc2ccc(C(=O)NCCCn3ccnc3)cn2c1N(CC)CCOC
 : -6.9, 0.3, /, -7.6, -4.1, 10.9, -5.2, -0.1
C[C@H](O)C#Cc1ccc2c(c1)O[C@H](CN(C)CC1CC1)[C@@H](C)CN([C@@H](C)CO)S2(=O)=O
 : /, -1.0, /, 0.2, /, /, 7.5, -0.9
Fc1ccc(CN2CCCN(Cc3nc(-c4ccc5c(c4)OCO5)no3)CC2)cc1
 : -1.2, 0.3, -12.2, 9.1, -16.3, 6.0, 0.9, 0.0
COc1ccc(NC(=O)c2ccc(S(=O)(=O)N3CCCCC3)cc2)cc1OC
 : 0.2, 2.5, 5.1, 17.9, -4.1, 5.3, -2.7, 0.1
O=C(CSc1nc2ccc([N+](=O)[O-])cc2[nH]1)NCCc1ccccc1
 : -4.1, -1.0, 2.7, -12.2, 4.7, /, -44.5, /
N#Cc1ccc(-c2ccc([C@H]3[C@H]4CN(C(=O)C5CCCC5)CC(=O)N4[C@H]3CO)cc2)cc1
 : -0.4, -0.5, /, /, 10.0, /, -18.6, -0.1
CNC[C@H]1OCCCC[C@@H](C)Oc2ccc(NS(=O)(=O)c3ccc(F)cc3)cc2C(=O)N([C@@H](C)CO)C[C@@H]1C
 : /, 1.1, /, 0.3, /, /, -5.5, 0.1
C[C@H](CO)N1C[C@H](C)[C@@H](CN(C)Cc2ccc(Cl)c(Cl)c2)Oc2ccc(NC(=O)Cc3ccccc3)cc2C1=O
 : 0.5, -2.4, 2.0, -4.1, -3.3, -4.5, -27.5, 0.1
Cc1ccc(CCNC(=O)C2=CCN(S(=O)(=O)c3ccccc3)CC2)cc1
 : 1.0, 1.2, -1.9, 0.5, -17.5, 4.4, -13.4, 0.1
Cn1c(CN2CCN(C(=O)c3ccc(F)cc3)CC2)nc2cc([N+](=O)[O-])ccc21
 : -3.1, 0.2, /, /, -15.6, /, -7.6, -0.1
CCS(=O)(=O)NCC[C@@H]1CC[C@@H](NC(=O)C2CCOCC2)[C@H](CO)O1
 : -3.6, 0.3, 1.5, 4.6, -12.6, -1.6, 0.5, 0.2
CC1CCN(c2nc(N(C)c3ccccc3)nc(N)c2[N+](=O)[O-])CC1
 : 3.7, -1.0, 6.9, 34.6, -17.2, -3.4, 1.9, -0.1
CC(=O)N[C@H]1C=C[C@H](CC(=O)NCC2CCCCC2)O[C@@H]1CO
 : 4.3, -1.0, -11.3, 1.8, 4.9, 1.5, -3.1, -0.6
O=C(COC(=O)c1ccc([N+](=O)[O-])o1)Nc1cccc(S(=O)(=O)N2CCOCC2)c1
 : /, /, 10.3, /, /, -7.3, -10.6, 0.0
Cc1nc(N2CCN(Cc3ccc4c(c3)OCO4)CC2)[nH]c(=O)c1C
 : -2.6, -0.5, -7.8, -6.3, -7.5, 3.6, 12.5, 0.2
COc1ccc(-c2oc3c(c2C#CC2(O)CCCCC2)C(OC)CCC3)cc1 (stereo unspecified)
 : /, 4.7, /, /, -22.5, /, -14.0, -0.1
S=C(NCCSCc1ccc(Cl)cc1)Nc1ccccc1
 : /, /, 25.3, /, /, 4.6, -24.7, 0.2
CC1(C)O[C@@H]1COc1c2ccoc2cc2oc(=O)ccc12
 : -1.1, 1.0, -6.6, -5.5, -8.2, -1.2, -0.3, 0.1
C/C(=N\NC(=O)COc1ccc([N+](=O)[O-])cc1)C(C)(C)C
 : /, /, 6.3, -8.6, /, 6.9, -12.3, /
Cc1ccccc1N1CCN(CC(=O)Nc2nccs2)CC1
 : -4.2, -0.2, 5.6, 1.3, -14.0, 0.0, 8.3, 0.0
Cc1ccc(OCCSc2nc3ncnc(N)c3[nH]2)cc1
 : -0.6, -1.1, -2.4, /, -2.9, /, 6.9, 0.4
COc1ccc(S(=O)(=O)Nc2ccc3c(c2)C(=O)N([C@H](C)CO)C[C@H](C)[C@@H](CN(C)S(=O)(=O)c2cccs2)O3)cc1
 : 0.2&-3.1, 0.6&-1.1, -3.2&10.9, 6.3&-2.4, -14.5&-7.0, 1.0&12.2, 6.7&-17.7, -1.2&0.1
CCCCn1c(N)c(Br)c(=O)[nH]c1=O
 : /, -0.9, -0.5, -7.8, -3.0, 2.1, /, 5.6
C[C@@H]1CN([C@@H](C)CO)C(=O)c2cc(C#Cc3ccc(F)cc3)cnc2O[C@H]1CN(C)CC1CCOCC1
 : -0.9, -0.9, 3.0, -4.8, -3.8, 2.0, -1.5, 0.0
CSc1cccc(NC(=O)c2cnn3ccccc23)c1
 : -6.3, 0.2, -1.5, /, -5.3, /, /, 1.0
Cc1c(CCOC(=O)c2ccc(N3CCOCC3)c([N+](=O)[O-])c2)sc[n+]1CC#N
 : /, 1.8, 4.3, 5.3, 0.5, /, 0.5, 0.4
CCC(NC(=O)c1ccccc1NC(=O)c1ccco1)C(=O)NNC(=O)c1ccc(OC)cc1 (stereo unspecified)
 : -4.6, -5.4, -1.0, /, -27.7, /, -0.4, 0.1
O=C(CCN1C(=O)c2ccccc2C1=O)NC1=NCCS1
 : /, /, 0.2, -13.8, /, -1.9, 11.8, /
CO[C@@H]1CN(C)C(=O)c2ccc(NC(=O)C3CC3)cc2OC[C@H](C)N(Cc2ccc(F)cc2)C[C@H]1C
 : 2.7, 0.1, -11.4, 10.5, -3.3, 5.0, -32.4, -0.2
O=C(CNc1ccccc1)c1ccc([N+](=O)[O-])cc1
 : -3.6, -1.2, -0.4, /, -15.6, /, -1.4, 0.0
OCC1CCCC(n2cnc3c(=S)nc[nH]c32)O1 (stereo unspecified)
 : 2.7, -3.3, -3.8, -2.3, -3.2, /, 9.2, -0.1
CC(=O)N1[C@@H]2c3ccc(-c4cccc(F)c4)c(=O)n3C[C@H]1[C@H](CO)[C@H]2C(=O)NCCCN(C)C
 : -0.3, 3.1, /, /, 16.8, /, 7.9, 0.0
COc1cc2c(cc1OC)CN(C(=O)c1ccc(Br)o1)CC2
 : -2.2, 1.0, -0.5, /, -9.0, /, 20.0, 0.2
COc1ccc(Cn2c(-c3ccc(C)cc3)c[n+]3ccccc23)cc1
 : 6.9, 0.2, -4.9, /, -5.0, 7.0, -31.3, 0.4
C[C@@H]1CN([C@@H](C)CO)C(=O)Cc2cc(NS(=O)(=O)c3ccc(Cl)cc3)ccc2O[C@@H]1CN(C)Cc1ccc(C(=O)O)cc1
 : -1.2, -1.2, /, 2.7, 1.8, /, 11.9, -0.5
Cc1ccc(/C=C/C(=O)N2CCN(S(=O)(=O)c3c(C)c(C)cc(C)c3C)CC2)o1
 : 5.8, /, -0.7, /, -37.2, /, -14.9, 0.0
N#Cc1cccc(-c2ccc([C@@H]3[C@@H](CO)N4CCCCN(Cc5ccccc5F)C[C@H]34)cc2)c1
 : /, -1.3, 1.1, 0.9, 38.2, 16.2, -10.3, 0.1
CN(C/C=C/C#CC(C)(C)C)Cc1cccc2ccccc12
 : 1.9, 4.0, -3.8, -1.8, 4.0, -3.7, 12.0, 0.1
CC(=O)N[C@H]1CC[C@@H](CCNC(=O)C2CC2)O[C@H]1CO
 : -1.9, 0.1, -5.3, 1.1, 1.7, 0.2, 13.0, -0.3
COC(=O)c1[nH]c2ccc(C)cc2c1NC(=O)CN1CCCC(C)(C)C1
 : 2.0, /, 3.8, -1.5, -3.5, -7.6, -66.8, /
Cc1ccc(S(=O)(=O)N(C)C[C@@H]2Oc3ccc(NS(=O)(=O)c4ccc(Cl)cc4)cc3CC(=O)N([C@H](C)CO)C[C@@H]2C)cc1
 : -0.5, 1.6, -1.6, 0.7, 9.0, -1.0, -0.8, 0.2
N#C[C@H]1[C@H](c2ccc(-c3cccc(F)c3)cc2)[C@H](CO)N1C(=O)NC1CCCCC1
 : 3.8, 1.0, /, /, -16.2, /, -20.9, 0.1
O=C(COc1ccc(F)cc1)N(Cc1cccs1)C1CCS(=O)(=O)C1 (stereo unspecified)
 : 6.1, 0.3, -7.4, -4.7, -11.4, 4.1, 8.2, 0.1
O=C(O)c1ccc(/C=N/NC(=S)NCc2ccccc2)cc1
 : -7.6, 3.4, -1.2, /, -10.8, /, 6.5, 0.0
CCCCN(CC)Cc1c(C)[nH]c2c(ccc3ccccc32)c1=O
 : 0.6, -2.0, 2.6, -6.6, -7.6, 9.6, -2.1, 0.0
CC(C)(C)NC(=O)CN(Cc1ccco1)C(=O)CCC(=O)Nc1nccs1
 : 4.5, 3.1, /, -2.5, -12.4, -12.3, 4.6, 0.3
CC(=O)Nc1ccc(S(=O)(=O)N2C(C)CCCC2C)cc1 (stereo unspecified)
 : 0.0, -2.4, -5.4, 13.8, -17.8, -6.2, 5.2, 0.0

High-throughput results from PubChem BioAssay.
